# High-throughput results as filed in PubChem BioAssay.
# KCNQ1 inh: inhibitors of human KCNQ1 channel, primary screen, cell-based, thallium flux, high-throughput. CHO-K1 KCNQ1, FluxOR thallium flux fluorescence; stronger effect = higher value. B-score at 10 µM. Potassium voltage-gated channel subfamily KQT member 1 (Homo sapiens), P51787. 1.3% of 310,000 active;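 active = compounds whose thallium flux B-score, printed positive for inhibition, exceeds three library SD while starting fluorescence stays within three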;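 note: channel opened by potassium depolarization with thallium stimulus after 20 min compound exposure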
# Target sequence (P51787 whole entry, looked up): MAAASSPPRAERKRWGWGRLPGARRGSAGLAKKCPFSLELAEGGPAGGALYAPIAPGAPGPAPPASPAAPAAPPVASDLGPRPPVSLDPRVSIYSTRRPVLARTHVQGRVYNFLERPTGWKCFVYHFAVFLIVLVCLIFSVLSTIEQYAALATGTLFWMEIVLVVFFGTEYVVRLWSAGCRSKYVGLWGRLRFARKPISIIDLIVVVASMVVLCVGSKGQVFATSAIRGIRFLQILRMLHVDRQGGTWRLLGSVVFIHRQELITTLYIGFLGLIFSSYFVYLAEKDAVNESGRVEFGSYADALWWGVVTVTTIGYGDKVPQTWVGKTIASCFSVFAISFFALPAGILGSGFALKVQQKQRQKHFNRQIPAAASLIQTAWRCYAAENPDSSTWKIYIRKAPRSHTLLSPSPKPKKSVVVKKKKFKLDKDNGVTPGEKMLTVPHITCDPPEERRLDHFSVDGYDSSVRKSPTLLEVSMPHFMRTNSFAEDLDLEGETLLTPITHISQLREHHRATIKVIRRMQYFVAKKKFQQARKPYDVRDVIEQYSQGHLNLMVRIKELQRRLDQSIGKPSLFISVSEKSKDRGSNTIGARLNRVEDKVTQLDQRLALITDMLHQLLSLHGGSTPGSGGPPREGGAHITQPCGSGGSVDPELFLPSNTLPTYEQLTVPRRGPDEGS
# HDAC3 inhib: HDAC3 deacetylase inhibitors, primary screen, biochemical, fluorescence, cell-free homogeneous | Histone deacetylase 3 (Homo sapiens), O15379 | recombinant HDAC3, fluorogenic peptide/trypsin coupled | inhibition, % at 8.3 µM | 0.15% of 320,000 active | AID 2718, 2010; in the data active = inhibition above about 26%, passing the limit was not always enough; inconclusive = no clear call, values can overlap the other calls
# Target sequence (O15379 whole entry, looked up): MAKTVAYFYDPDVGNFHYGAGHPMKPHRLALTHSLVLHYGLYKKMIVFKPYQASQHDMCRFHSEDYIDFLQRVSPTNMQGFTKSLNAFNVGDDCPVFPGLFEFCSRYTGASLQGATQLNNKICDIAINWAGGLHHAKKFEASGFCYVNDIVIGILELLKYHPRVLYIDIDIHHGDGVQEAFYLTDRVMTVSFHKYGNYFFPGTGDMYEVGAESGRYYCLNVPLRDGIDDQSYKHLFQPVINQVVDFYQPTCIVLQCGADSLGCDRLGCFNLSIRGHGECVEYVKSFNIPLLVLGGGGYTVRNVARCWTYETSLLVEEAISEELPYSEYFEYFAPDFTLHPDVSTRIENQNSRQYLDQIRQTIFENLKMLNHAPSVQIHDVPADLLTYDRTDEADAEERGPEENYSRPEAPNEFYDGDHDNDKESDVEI
# KCNK9 inh: KCNK9 potassium channel inhibitors, primary screen, HEK293 cells, thallium flux. Potassium channel subfamily K member 9 (Homo sapiens), Q9NPC2. FluxOR thallium flux fluorescence; stronger effect = lower value. B-score at 10 µM. 1.2% of 310,000 active. AID 488922, 2010;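 active = ratio B-score over 3 SD below the library mean, with starting fluorescence within 5 SD of its mean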;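 note: negative B-score means less thallium flux so channel inhibition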
# SKKanGAS inh: S. pyogenes SKKanGAS growth inhibitors in kanamycin, primary screen, streptokinase expression inhibitor project, SKKanGAS strain, BacTiter-Glo luminescence; 6 h; inhibition, % at 7.5 µM; 1.3% of 300,000 active; AID 1662, 2009;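 active = mean replicate score, as percent of positive control median, at least 50; inconclusive = mean below 50 but one replicate at or above 50; inactive = mean and every replicate below 50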;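 note: strain carries kanamycin resistance gene driven by streptokinase promoter and grows in 40 µg/ml kanamycin; loss of luminescence reflects streptokinase promoter inhibition or plain growth inhibition; 0% = median of DMSO wells and 100% = positive control at its reference dose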
# hERG rescue: hERG rescue from dofetilide block, primary screen, cell-based, CHO-hERG, FluxOR thallium flux, dofetilide IC70. activation (rescue from dofetilide block), less the hit threshold, % at 10 µM. dofetilide IC70 present. 0.51% of 310,000 active. AID 1511, 2009;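 active = activation above the mean of controls blocked by dofetilide plus 5 SD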;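 note: thallium influx through hERG after potassium depolarization seen as dye fluorescence rise; in these data hits start at about 4.7%; inactives centre near -7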
# ANO1 activ: TMEM16A chloride channel activators or potentiators, primary screen, cell-based, HTS | HEK293 TMEM16A/YFP-H148Q/I152L, iodide quench fluorescence; stronger effect = lower value | B-score at 10 µM | 0.3% of 340,000 active | AID 623877, 2012;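 active = fluorescence-ratio B-score plate-corrected deviation score at least 3 library SD below zero, with starting fluorescence score within 5 deviations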;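 note: channel opened by trigger with iodide after compound preincubation; score built on the fluorescence ratio of max minus min over baseline; more negative score means more quench and so TMEM16A activation or potentiation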
# RGS4 block: RGS4 inhibitors, primary screen, cell-based, HEK293 M3R inducible RGS4, calcium flux; Fluo-4 calcium flux; stronger effect = higher value; triggered by carbachol at its EC20; Regulator of G-protein signaling 4 (Homo sapiens), P49798; 0.45% of 310,000 active; B-score at 10 µM;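 active = B-score, a plate-corrected calcium signal, over three deviations above library mean, with baseline fluorescence within five deviations of library mean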;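 note: RGS4 expression induced by doxycycline in cells with stable M3 receptor; B-score is computed from the integrated fluorescence ratio over baseline after carbachol; higher B-score means a larger calcium signal and so more RGS4 inhibition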
# TMEM16A inh: TMEM16A chloride channel inhibitors, primary screen, cell-based, HTS. Anoctamin-1 (Mus musculus), Q8BHY3. HEK293 TMEM16A/YFP iodide influx fluorescence, ionomycin. normalized B-score (activity score, 25-100; higher = stronger inhibition) at 10 µM. 1.2% of 310,000 active. AID 588511, 2011;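 active = ratio plate-corrected score three or more library SD toward inhibition, starting fluorescence score within five deviations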;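 note: score derived from kinetic fluorescence span divided by baseline fluorescence per well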
# RGS4 act: RGS4 potentiators or activators, primary screen, cell-based, HEK293 M3R inducible RGS4, calcium flux; carbachol calcium flux Fluo4; stronger effect = lower value; B-score at 10 µM; 0.92% of 310,000 active; AID 463111, 2010;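 active = B-score of the integrated calcium signal more than 4 SD below the library mean, with starting fluorescence not abnormally high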;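 note: negative B-score means reduced calcium response which marks RGS4 activation or potentiation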
#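 Test system: HEK293 cells with stable M3R and inducible RGS4; also added: carbachol at ECmax as muscarinic agonist stimulus; schedule: dye loading 30 min 37 °C, buffer rest 30 min RT; technique: kinetic calcium fluorescence imaging with Fluo4-AM dye, 2 µM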
# KCNQ1 act: potentiators or activators of KCNQ1 channel, primary screen, cell-based, thallium flux, high-throughput | B-score at 10 µM | AID 2648, 2010 | 0.35% of 310,000 active | CHO-K1 KCNQ1, thallium flux FluxOR fluorescence; stronger effect = higher value | Potassium voltage-gated channel subfamily KQT member 1 (Homo sapiens), P51787;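 active = fluorescence ratio B-score, a plate-corrected score, at least three library SD, with initial intensity B-score within 5 SD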
#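 System: Stable KCNQ1 CHO-K1 line | Incubation: 90 min dye loading and 20 min compound exposure, both at room temperature | Measure: Ratio B score | Medium: Assay buffer for compound exposure, DMSO matched across wells | Compound dosing: Single-concentration screen | Probe or stimulus: K+/Tl+ depolarizing stimulus | Measured by: Kinetic FluxOR fluorescence, 10 s baseline plus 110 s post-stimulus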
# KCNK3 block: human KCNK3 channel inhibitors, primary screen, CHO cells, FluxOR thallium flux, B-score; Potassium channel subfamily K member 3 (Homo sapiens), O14649; FluxOR fluorescence; stronger effect = lower value; B-score at 10 µM; 0.84% of 340,000 active; AID 602410, 2012;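 active = B-score under library mean minus 4 SD, starting fluorescence ratio at most library mean plus 5 SD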;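 note: more negative B-score means stronger inhibition of thallium flux through KCNK3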
# * hit, by the source's call; i = inactive; u = inconclusive; x = no result given.
no.	Structure	KCNQ1 inh	HDAC3 inhib	KCNK9 inh	SKKanGAS inh	hERG rescue	ANO1 activ	RGS4 block	TMEM16A inh	RGS4 act	KCNQ1 act	KCNK3 block
1	O=P(c1ccccc1)(c1ccccc1)c1cc(Br)cc(Br)c1OCCO	i	4	i	4	-13	i	i	i	i	i	i
2	CN(C)c1ccc(C(=O)N2CCCC(CCC(=O)N3CCN(c4ccccn4)CC3)C2)cc1 (configuration not stated)	i	x	i	-3	-8	i	i	i	i	i	i
3	CN(C(=O)CSc1nnc(-c2cccc(F)c2)n1N)C1CCS(=O)(=O)C1 (configuration not stated)	i	-3	i	-1	-14	i	i	i	i	i	i
4	NC(=O)c1ccccc1NCC(=O)c1ccc(F)cc1	i	-14	i	-1	-6	i	i	i	i	i	i
5	O=C(Nc1ccccc1)N1CCN(c2ccc(F)cc2)CC1	i	-5	i	-5	-8	i	i	i	i	i	i
6	O=C(COc1ccc(Br)cc1)c1ccc2c(c1)CCCC2	i	-3	i	41	-4	i	i	25*	i	i	i
7	Cc1ccn(CCC(=O)Nc2ccc3c(c2)OCO3)n1	i	-7	i	0	-9	i	i	i	i	i	i
8	COc1ccc2cc(-c3ccccc3)ncc2c1	i	-5	i	3	-6	i	i	i	i	i	i
9	COc1cc(C)c(CN2CCN(C(C)C(=O)NC(C)c3ccccc3)CC2)cc1OC (configuration not stated)	i	-6	i	-2	-8	i	i	i	i	i	i
10	CC1Cc2cc(S(=O)(=O)N3CCC(C(=O)N4CCN(c5ccccc5F)CC4)CC3)ccc2N1C(=O)C1CC1 (configuration not stated)	i	-2	i	-4	-7	i	i	i	i	i	i
11	Cc1cccc(NC(=O)c2cc(N3CCOCC3)nc3ccccc23)c1	i	2	i	3	-4	i	i	i	i	i	i
12	COCc1ccc(C(=O)N(C)CC2CCCN(CCc3ccc(OC)cc3)C2)o1 (configuration not stated)	i	0	i	1	-7	i	i	i	-7.5*	i	i

# The final 3 records of the part before open the next one:
no.	Structure	KCNQ1 inh	HDAC3 inhib	KCNK9 inh	SKKanGAS inh	hERG rescue	ANO1 activ	RGS4 block	TMEM16A inh	RGS4 act	KCNQ1 act	KCNK3 block
10	CC1Cc2cc(S(=O)(=O)N3CCC(C(=O)N4CCN(c5ccccc5F)CC4)CC3)ccc2N1C(=O)C1CC1 (configuration not stated)	i	-2	i	-4	-7	i	i	i	i	i	i
11	Cc1cccc(NC(=O)c2cc(N3CCOCC3)nc3ccccc23)c1	i	2	i	3	-4	i	i	i	i	i	i
12	COCc1ccc(C(=O)N(C)CC2CCCN(CCc3ccc(OC)cc3)C2)o1 (configuration not stated)	i	0	i	1	-7	i	i	i	-7.5*	i	i
13	CC(=O)c1cc2c(cc1NC(=O)c1ccc(Cl)cc1)OCCO2	i	-2	i	2	0	i	i	i	i	i	i
14	O=C(COC(=O)c1ccc(O)cc1)Nc1ccc(Cl)cc1	i	3	i	-7	-12	x	i	i	i	i	x
15	CCOc1ccc(-c2c(C(=O)N/N=C/c3ccc(C)s3)nnn2-c2nonc2N)cc1	i	-2	i	17	-6	i	i	i	i	i	i
16	Cn1nc(C(F)(F)F)cc1C(=O)NC1CCCCCC1	i	7	i	1	-5	i	i	i	i	i	i
17	Cc1ccc(NC(=O)c2ccc(S(=O)(=O)N3CCOCC3)cc2)c(C)c1	i	-2	i	-2	-6	i	i	i	i	i	i
18	NS(=O)(=O)c1ccc(NC(=O)COC(=O)c2cnc(Cl)c(Cl)c2)cc1	i	-6	i	-6	-8	i	i	i	i	i	i
19	Cc1nn(Cc2ccccc2)c2c1C(c1cccc(Cl)c1)C(C#N)=C(N)O2 (configuration not stated)	i	-1	i	-1	-13	i	i	i	i	i	i
20	COC(=O)c1ccc(NC(=O)C(=O)NCC2CCCO2)cc1 (configuration not stated)	i	1	i	0	2	i	i	i	i	i	i
21	Cc1ccc([N+](=O)[O-])cc1-c1ccc(/C=N\n2nnnc2N)o1	i	4	i	-6	0	i	i	i	i	i	i
22	O=[N+]([O-])c1ccc2nc(NS(=O)(=O)c3ccc(F)cc3)sc2c1	i	7	i	1	-1	i	i	i	i	i	i
23	CS(=O)(=O)N(CC(=O)NCc1ccccn1)Cc1ccc(Cl)cc1	i	3	i	5	-12	i	i	i	i	i	i
24	O=C(Nc1ccc2c(c1)OCCO2)c1ccc(Cl)cc1Cl	i	-8	i	9	-8	i	i	i	i	i	i
25	O=C(Nc1cc(S(=O)(=O)N2CCOCC2)ccc1O)c1ccc(NS(=O)(=O)c2ccc(Cl)s2)cc1	i	8	i	23	-1	i	i	i	i	i	i
26	Cc1ccc(N2C(=O)c3ccc(C(=O)N4CCOCC4)cc3C2=O)cc1C	i	-1	i	18	-16	i	i	i	i	i	i
27	CC1CN(C(NC(=O)C(C)(C)C)C(Cl)(Cl)Cl)CC(C)O1 (configuration not stated)	i	-3	i	-3	-8	i	i	i	i	i	i
28	COc1ccc(S(=O)(=O)N2CCCC(C(=O)NCc3ccccn3)C2)cc1 (configuration not stated)	i	-5	i	0	0	i	i	i	i	i	i
29	CC(C)CCC(=O)N1CCOC1=O	i	-6	i	-3	-2	i	i	i	i	i	i
30	CCOc1ncccc1C(=O)NCCc1ccc(S(N)(=O)=O)cc1	i	u	i	-19	-13	i	i	i	i	i	i
31	Cc1cnc(C(=O)OCC(=O)NC(C)CCc2ccccc2)cn1 (configuration not stated)	i	4	i	6	-16	i	i	i	i	i	i
32	COc1ccc(OCC(O)Cn2c(=N)n(Cc3ccccc3)c3ccccc32)cc1 (configuration not stated)	i	-6	i	-9	-20	i	i	i	i	i	i
33	O=C(Nc1cccc(C(F)(F)F)c1)c1cc(-c2ccc(F)cc2)on1	i	1	i	-11	-9	i	i	i	i	i	i
34	c1ccc(-c2noc(-c3cccs3)n2)nc1	i	-4	i	5	-4	i	i	i	i	i	i
35	O=C1OC(CCl)CN1Cc1c(Cl)cccc1Cl (configuration not stated)	i	5	i	-16	-15	i	i	i	i	i	i
36	O=C(CSc1nc2ccccc2s1)NCCOc1ccc(Cl)cc1	i	0	i	1	-6	i	i	i	i	i	i
37	COc1ccc(CN2CCSCC2)c(C)c1C	i	-6	i	-1	-3	i	i	i	i	i	i
38	COC(=O)c1c(NC(=O)CN2CCCC(C)C2)c2c(C)cccc2n1C (configuration not stated)	i	8	i	-5	-5	i	i	i	i	i	i
39	CCN(Cc1ccccc1)C(c1cccs1)c1nnnn1C1CCCCC1 (configuration not stated)	i	12	-12*	-2	-5	i	i	i	i	i	i
40	CC(C)NS(=O)(=O)c1ccc(OCC(=O)Nc2ccc(F)cc2)cc1	i	9	i	12	-2	i	i	i	i	i	i
41	CC(C)(C)C1CCC(OC(=O)CN2CCCCC2)CC1 (configuration not stated)	i	8	i	4	-6	i	i	i	i	i	i
42	CCN(CC)CCCNC(=O)C(C)Sc1nc(-c2ccccc2)cc(C(F)(F)F)n1 (configuration not stated)	i	x	i	-8	-5	i	i	i	i	i	i
43	CC(=O)C1=C(C)N(Cc2ccco2)C(=O)C1(NC(=O)C1CCCCC1)C(F)(F)F (configuration not stated)	i	1	i	-1	-11	i	i	i	i	i	i
44	CC(OC(=O)CN1C(=O)c2ccccc2C1=O)C(=O)NCc1ccccc1 (configuration not stated)	i	2	i	-2	-6	i	i	i	i	i	i
45	CC1=CC(C)(C)N(C)C(=O)N1c1ccc(Cl)cc1	i	1	i	-3	-6	i	i	i	i	i	i
46	Cc1cc([N+](=O)[O-])cnc1NC(C)c1ccccc1 (configuration not stated)	i	3	i	2	-11	i	i	i	i	i	i
47	Cc1c(Cl)cccc1NC(=O)C(=O)NNS(=O)(=O)c1ccc(F)cc1	i	4	i	-2	3	i	i	i	i	i	i
48	Cc1cc(Cl)ccc1OCC(=O)OC(C)C(=O)N(C)C (configuration not stated)	i	-2	i	-2	-9	i	i	i	i	i	i
49	CC1(c2nnc(Cc3ccccc3)o2)CC(c2ccc([N+](=O)[O-])cc2)=NO1 (configuration not stated)	i	-1	i	5	-7	i	i	i	i	i	i
50	COC(=O)c1[nH]c2cc(OC)c(OC)cc2c1NC(=O)Oc1ccccc1	i	2	i	-1	-8	i	i	i	i	i	i
51	CCNC(=O)NC(=O)C(C)OC(=O)CCCSc1nc2ccccc2s1 (configuration not stated)	i	u	i	3	-5	i	i	i	i	i	i
52	CCCc1[nH]n(-c2ccc(F)cc2)c(=O)c1C=Nc1cccc(F)c1	i	-3	i	-2	0	i	i	i	i	i	i
53	O=[N+]([O-])c1cc(-c2nnc(Nc3ccccc3)c3ccccc23)ccc1N1CCOCC1	i	-1	i	21	-3	i	i	i	i	i	i
54	Cc1ccc(S(=O)(=O)n2ccc3c2CCCC3=O)cc1	i	0	i	9	-6	i	i	i	i	i	i
55	COc1cccc(-c2cc3c(-n4cccc4)ncnc3o2)c1	i	7	i	12	-2	i	i	i	-7.1*	i	i
56	Cc1cccc(Cn2cnc3c(N)c(C)c(C)cc32)c1	i	0	i	7	-5	i	i	i	i	i	i
57	CCN(CC)S(=O)(=O)c1ccc2c(c1)nc(CCC(=O)Nc1ccc(N3CCOCC3)cc1)n2C	i	-1	i	3	-5	i	i	i	i	i	i
58	Cc1ccccc1NC(=O)Cc1nc(COC(=O)COc2cccc(C)c2C)cs1	i	x	i	-3	-14	i	i	i	i	i	i
